Dengue-2 NS5 capping = flavivirus cap methylation enzyme inhibition – biochemical, confirmation dose response, primary screen (AID 588689); inhibition, % at 25 µM, or IC50 in µM where a hit was titrated; Dengue-2 NS5 methyltransferase capping enzyme assay, biochemical; higher % means a stronger effect; 0.3% of 340,000 active; in the data active = a potency from the dose series; inconclusive = inhibition above about 29% without an active follow-up result
SV40 large T antigen = SV40 large T antigen inhibitors, biochemical (AID 1903); SV40 large T antigen ATPase/helicase inhibition assay; higher % means a stronger effect; one-dose inhibition, % at 20 µM; IC50 in µM for titrated hits; 0.39% of 310,000 active; in the data active = a potency from the dose series; inconclusive = inhibition mostly from about 32% at the one dose, without a potency; inactive = the rest, 99 in 100 with inhibition below about 32%; note: strong numbers were not always called active
XIAP displacement = small molecules displacing peptide from XIAP – biochemical, IAP family, fluorescence polarization (AID 1018); XIAP BIR domain, fluorescence polarization peptide displacement; higher % means a stronger effect; displacement, % at 20 µM; hits with a dose series show IC50 in µM; 0.007% of 200,000 active; in the data active = displacement above about 50%; note: a part of the inactive calls stands beside numbers as strong as those of hits
Rac1 GTP hydrolysis = MgcRacGAP GTPase-activating activity inhibitors, confirmation, biochemical, ADP Hunter fluorescence; MgcRacGAP-stimulated Rac1 GTP hydrolysis, ADP Hunter fluorescence; higher % means a stronger effect; GST-tagged Rac1 F28L mutant substrate; one-dose inhibition, % at 30 µM; IC50 in µM for titrated hits; 0.6% of 340,000 active;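 active = first-screen hits whose inhibition reached a set limit at any dose in the follow-up dose series; inconclusive = inhibition above the set first-screen limit but never retested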;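 note: fluorescence reports GDP produced by GAP-driven GTP hydrolysis; strong numbers were not always called active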
AID2073 = disruptors of CaV2.2 binding to Mint1 – biochemical, HTRF (AID 2073). 0.19% of 290,000 active. HTRF protein-protein interaction, Mint1-CaV2.2; higher % means a stronger effect. one-dose inhibition, % at 20 µM; IC50 in µM for titrated hits; in the data active = inhibition mostly above about 51%, no sharp cut-off; inconclusive = no clear call, values can overlap the other calls; inactive = mostly below about 53%; note: some results filed as inactive read as strong as hits
SIAH1 antagonists = Siah-1 peptide-binding antagonists, primary screen, biochemical, fluorescence polarization, rhodamine-plectin, uHTS (AID 1817); Siah-1 / rhodamine-plectin peptide fluorescence polarization; higher % means a stronger effect; displacement, % at 20 µM; hits with a dose series show IC50 in µM; 0.02% of 290,000 active;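 active = displacement of at least 50% at 20 µM, with a fluorescence ratio check between 0.3 and a set limit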;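 note: plate controls were Siah plus tracer with DMSO for no effect and tracer alone without Siah for full effect; strong numbers were not always called active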
LYP inhibition = PTPN22 lymphoid phosphatase activity blockers – biochemical, fluorescence intensity, uHTS (AID 1779) | inhibition, % at 11.5 µM, or IC50 in µM where a hit was titrated | 0.054% of 290,000 active | recombinant LYP phosphatase, fluorescence intensity; higher % means a stronger effect; in the data active = inhibition above about 50%;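 note: plate controls were vehicle with enzyme for no effect and no enzyme for full effect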
RSV antiviral HEp-2 = inhibition of RSV-induced cytopathic effect – HEp-2 cells, primary 10 µM value included (AID 2391); HEp-2 cells, RSV-induced CPE inhibition; higher % means a stronger effect; CPE inhibition, % at 10 µM, or IC50 in µM where a hit was titrated; 0.13% of 310,000 active; in the data active = a potency from the dose series; inconclusive = CPE inhibition mostly from about 23% at the one dose, without a potency; inactive = the rest, 99 in 100 with CPE inhibition below about 21%; note: strong numbers were not always called active
HIV fusion peptide = cell-free HIV fusion peptide-binding blockers – biochemical, uHTS, fluorescence dequenching, primary screen (AID 1986); cell-free peptide binding, fluorescence dequenching, 30 min; higher % means a stronger effect; one-dose inhibition, % at 20 µM; IC50 in µM for titrated hits; 0.3% of 290,000 active; in the data active = inhibition mostly above about 52%, no sharp cut-off; inactive = mostly below about 76%; note: some results filed as inactive read as strong as hits
Dengue-2 NS5 capping pilot replicate = second read-out of Dengue-2 NS5 capping, no call of its own (marks repeat the call); inhibition, %; measured here: pilot screen replicate inhibition
Active calls of the source: *; ? = inconclusive; · = no result given; & = joins results of further samples.

SMILES	Dengue-2 NS5 capping	SV40 large T antigen	XIAP displacement	Rac1 GTP hydrolysis	AID2073	SIAH1 antagonists	LYP inhibition	RSV antiviral HEp-2	HIV fusion peptide	others
CCc1ccc2nc(N3C(=O)C(O)=C(C(=O)c4ccco4)C3c3cccs3)sc2c1 (configuration not stated)	26.8%	·	-16.8%	9.1%	-6.2%	34.6%	-2.7%	16.3%	24.0%
Cc1nn(C(=O)c2cccc([N+](=O)[O-])c2)c(C)c1Cl	-5.8%	11.1%	·	5.8%	12.7%	1.0%	-5.6%	1.4%	-2.9%
CC(=O)Nc1cccc(-n2nnc(SCC(=O)Nc3ccccc3)n2)c1	-7.8%	8.0%	·	5.8%	-8.3%	-4.8%	-10.3%	·	0.7%
Cc1nn(-c2ccccn2)c2c1C(c1c(F)cccc1Cl)C1=C(N2)c2ccccc2C1=O (configuration not stated)	·	7.2%	0.0%	·	7.7%	-2.8%	-3.5%	2.9%	-1.0%
CC(=O)Nc1cccc(C(=O)N2CCC(n3nccc3NC(=O)CC(C)C)CC2)c1	-3.9%	3.8%	·	4.7%	1.4%	18.7%	-7.3%	0.6%	0.2%
COc1ccccc1CNC(=O)c1cnc2sccn2c1=O	2.1%	·	-2.3%	-2.4%	3.8%	-0.2%	1.7%	1.2%	1.9%
CC(C)CNC(=S)NNC(=O)c1csc2ccccc12	-6.4%	16.3%	-1.7%	1.1%	-30.2%	-1.7%	-8.1%	-0.2%	-2.5%
COc1ccc(Br)c(C(=O)N2CCN(S(=O)(=O)c3cccs3)CC2)c1	-8.5%	6.1%	·	9.8%	7.4%	3.2%	-2.8%	0.4%	-2.2%
CCC(C)[C@H](NC(=O)NCCCn1ccnc1)C(=O)OC (some centres not stated)	-4.0%	10.4%	-5.1%	3.8%	18.7%	2.1%	-9.2%	1.6%	3.9%
CNC(=O)COc1ccccc1C(=O)Nc1ccc2c(c1)oc1ccccc12	6.1%	7.3%	-4.6%	8.3%	3.0%	-3.0%	-4.6%	3.6%	2.2%	Dengue-2 NS5 capping pilot replicate=-7.0
O=[N+]([O-])c1ccc(N2CCOCC2)c(S(=O)(=O)N2CCOCC2)c1	-5.4%	-3.0%	-1.5%	1.0%	-0.9%	20.3%	-3.8%	1.1%	0.4%
O=C(NCC1CCCO1)c1cc(S(=O)(=O)N2CCOCC2)c(Cl)cc1Cl (configuration not stated)	0.0%	·	·	5.8%	4.9%	-3.9%	-6.9%	·	0.7%
Cc1cccc(-c2cc(C(=O)Nc3ccc4c(c3)OCCO4)c3ccccc3n2)c1	-4.7%	-5.5%	-2.9%	4.4%	6.4%	-0.1%	-3.2%	21.8%	-0.5%
O=S(=O)(NC(=NC1CCCCC1)c1ccccc1)c1ccc(F)cc1	-1.0%	12.0%	·	2.9%	5.7%	-9.7%	0.8%	1.2%	-0.4%
O=C1C2CC=CCC2C(=O)N1c1ccc(Cc2ccncc2)cc1 (configuration not stated)	-6.2%	2.7%	-3.1%	1.9%	1.6%	1.6%	-2.9%	4.2%	0.3%
O=C(O)c1cccc(S(=O)(=O)N(Cc2ccccc2)c2ccc(Cl)cc2)c1	0.7%	6.4%	·	9.2%	23.4%	1.9%	-1.9%	-2.1%	13.3%
CCSc1nnc(-c2ccc(OC)cc2)o1	4.2%	-3.6%	-1.4%	10.0%	-0.2%	-1.3%	-0.6%	4.8%	-1.2%
C=C1SC(Nc2c(C)cc(C)cc2C)=NC12CCCCC2	6.1%	9.0%	·	-0.7%	4.3%	1.5%	9.6%	?	0.6%
CCCn1nnc2ccccc2c1=O	-3.6%	12.8%	-1.0%	0.2%	3.2%	-0.3%	-7.5%	-0.6%	0.0%
CC(Oc1ccccc1)C(=O)NC1CCN(Cc2ccccc2)CC1 (configuration not stated)	-4.6%	2.6%	-1.9%	3.1%	-1.0%	1.8%	7.7%	-2.1%	0.0%
CC1=C(C)CC(C(=O)Nc2nc(-c3ccc(F)cc3)c(C)s2)C(C(=O)O)C1 (configuration not stated)	-5.1%	3.0%	-1.8%	4.7%	-5.1%	5.0%	-5.5%	6.0%	2.9%
O=C(CCCN1CC=C(n2c(=O)[nH]c3ccccc32)CC1)c1ccc(F)cc1	0.0%	14.0%&2.0%	-6.8%&-3.3%	8.1%	4.8%&2.1%	-0.6%&2.8%	-8.2%&-5.8%	0.6%	-0.6%&-1.2%
CCOC1=C/C(=C/c2c(N)n3nc(CC(=O)N4CCCCC4)sc3nc2=O)C=CC1=O	-115.0%	?	·	26.9%	4.5%	-2.8%	0.5%	0.6%	20.4%
Cn1c(SCC(=O)N2CCOCC2)nnc1-c1ccc(NC(=O)c2ccccc2F)cc1	0.0%	4.4%	-4.0%	-3.6%	-2.7%	2.2%	-7.3%	0.5%	4.7%
CC(=O)c1cccc(NC(=O)C2C3C=CC(C4CC34)C2C(=O)O)c1 (configuration not stated)	-8.9%	3.8%	-4.8%	5.6%	-1.0%	3.1%	0.4%	0.6%	-1.4%

Continued:
SMILES	Dengue-2 NS5 capping	SV40 large T antigen	XIAP displacement	Rac1 GTP hydrolysis	AID2073	SIAH1 antagonists	LYP inhibition	RSV antiviral HEp-2	HIV fusion peptide	others
O=C(CN1CCN(CC(=O)Nc2ccccc2Cc2ccccc2)CC1)Nc1ccccc1Cl	2.4%	0.7%	·	6.9%	-4.5%	1.9%	-7.3%	4.4%	0.6%
O=[N+]([O-])c1ccc(OCn2cncn2)cc1	-2.4%	22.3%	·	6.3%	·	·	·	3.5%	·
Cc1c(-c2cc(C(=O)O)no2)cnn1C	·	6.8%	0.4%	4.5%	-0.7%	13.1%	-8.1%	-1.7%	1.4%
Cc1cc(C)n2nc(C(=O)N/N=C/c3cn(C)nc3C)nc2n1	12.4%	8.2%	·	9.8%	-4.4%	13.0%	0.6%	·	-0.5%
COc1ccc([N+](=O)[O-])cc1N(CC(=O)NC(C(C)C)C(C)C)S(C)(=O)=O	-1.5%	3.1%	-3.3%	2.8%	1.2%	-2.4%	-7.9%	0.1%	-0.2%
COCCN(C(=O)CNC(=O)c1ccco1)C(C(=O)NC1CCCCC1)c1cccc(OC)c1 (configuration not stated)	-8.6%	5.8%	-7.6%	3.4%	-8.1%	17.9%	-1.8%	0.8%	0.0%
Cc1nn(Cc2c(F)c(F)c(F)c(F)c2F)c(C)c1NC(=O)c1ccc(COc2cc(Cl)ccc2Cl)cc1	1.6%	10.0%	-3.3%	10.2%	18.7%	-1.7%	-1.7%	-1.6%	-1.1%
O=C(c1cc(-c2ccc(Br)cc2)on1)N1CCOCC1	-3.7%	12.6%	·	2.6%	5.7%	1.8%	-7.4%	1.0%	0.5%
Cn1c(NC(=O)c2cccc(C(F)(F)F)c2)cc(=O)n(C)c1=O	-4.2%	-4.6%	-2.2%	-0.4%	12.4%	17.3%	-1.3%	2.4%	-2.9%
O=C1CN(C(=O)c2cc(F)cc(F)c2)c2ccccc2N1	-2.5%	9.5%	·	4.2%	-1.7%	-3.0%	-10.9%	0.7%	-0.6%
Cc1cc2[nH]c(=O)cc(-c3ccccc3)n2n1	-1.1%	-3.9%	·	6.5%	16.3%	-3.8%	-7.1%	-0.4%	-1.1%
c1ccc(CSc2nnc(-c3ccccn3)n2-c2ccccc2)cc1	-1.2%	8.2%	-3.5%	13.4%	0.6%	0.7%	-6.4%	1.6%	-0.7%
Cc1ccc(S(=O)(=O)C2(C(=O)NC3CCCC3)CC2)cc1	6.4%	5.0%	-5.3%	3.1%	-2.8%	-4.3%	-9.2%	0.1%	-2.4%
Cc1ccccc1NC(=O)c1c(C)[nH]c(=S)c(C#N)c1-c1ccc(Cl)cc1	·	15.1%	·	·	-10.4%	6.3%	1.7%	3.3%	1.7%
CC(=O)Nc1ccc(CN2CCC(Oc3ccc(C(=O)N4CCCC4)cc3)CC2)cc1	2.6%	11.2%	·	-8.2%	10.1%	-1.9%	-10.3%	-1.0%	-0.2%
NNc1ccc(S(=O)(=O)N2CCCCC2)cn1	2.1%	23.2%	·	7.9%	-1.0%	-2.4%	-4.1%	-0.5%	-1.1%
CC1CCc2nc3ccc(S(=O)(=O)N4CCC(C(=O)N5CCCCC5)CC4)cc3c(C(=O)O)c2C1 (configuration not stated)	3.5%	13.5%	-1.7%	5.1%	-3.7%	4.6%	-9.3%	2.7%	-3.4%
CC(OC(=O)c1ccco1)C(=O)NC1CCCC1 (configuration not stated)	-0.8%	2.9%	·	6.8%	-1.1%	1.8%	-4.7%	-0.1%	-1.1%
CCS(=O)(=O)N1CCCC(C(=O)NCc2ccccc2Cl)C1 (configuration not stated)	5.9%	-10.5%	-2.8%	11.0%	-21.5%	-3.4%	0.1%	0.7%	-1.8%
CN(Cc1ccccc1)c1nc2c(c(=O)[nH]c(=O)n2C)n1Cc1ccccc1F	-5.8%	12.2%	·	10.0%	5.8%	-1.5%	-1.7%	8.6%	2.7%
COC(=O)c1ccccc1NC(=O)Cn1nc(C(F)(F)F)c2c1CCC2	-0.6%	9.0%	-5.7%	5.3%	14.7%	2.7%	-4.5%	4.8%	-4.5%
N/C(=N\OC(=O)c1cccs1)c1cccc(Br)c1	3.1%	12.0%	-1.6%	10.1%	-1.4%	-3.9%	-5.4%	1.6%	-0.6%
COc1cc(Cl)c(C)cc1NC(=O)COC(=O)C1=COCCO1	-1.4%	5.0%	·	4.6%	·	·	·	-0.3%	·
O=C(NCC(=O)N1CCN(Cc2ccccc2)CC1)c1ccc(Br)cc1	-7.2%	4.0%	·	4.4%	4.4%	-3.8%	-8.2%	1.4%	0.2%
CCCN(CCC)CCCNC(=O)CNC(=O)c1nn(-c2ccc(OC)cc2)c(=O)c2ccccc12	0.8%	10.5%	-8.6%	0.8%	13.0%	-5.9%	-2.7%	0.2%	-2.3%
COc1ccc(N2CCN(C(=O)CCNC(=O)c3ccc(C(C)(C)C)cc3)CC2)cc1	-7.9%	31.6%	-2.6%	14.5%	1.6%	7.7%	3.7%	6.0%	-1.2%
Cc1ccc(N2CCCCn3c2nc2c3c(=O)[nH]c(=O)n2C)cc1	-3.4%	1.6%	-0.9%	7.0%	6.2%	-3.1%	-4.4%	2.2%	-2.0%

5 structures from above, sorted by length of the SMILES, largest number first:
SMILES	Dengue-2 NS5 capping	SV40 large T antigen	XIAP displacement	Rac1 GTP hydrolysis	AID2073	SIAH1 antagonists	LYP inhibition	RSV antiviral HEp-2	HIV fusion peptide	others
CCCN(CCC)CCCNC(=O)CNC(=O)c1nn(-c2ccc(OC)cc2)c(=O)c2ccccc12	0.8%	10.5%	-8.6%	0.8%	13.0%	-5.9%	-2.7%	0.2%	-2.3%
CN(Cc1ccccc1)c1nc2c(c(=O)[nH]c(=O)n2C)n1Cc1ccccc1F	-5.8%	12.2%	·	10.0%	5.8%	-1.5%	-1.7%	8.6%	2.7%
Cc1ccc(S(=O)(=O)C2(C(=O)NC3CCCC3)CC2)cc1	6.4%	5.0%	-5.3%	3.1%	-2.8%	-4.3%	-9.2%	0.1%	-2.4%
Cc1cc2[nH]c(=O)cc(-c3ccccc3)n2n1	-1.1%	-3.9%	·	6.5%	16.3%	-3.8%	-7.1%	-0.4%	-1.1%
Cc1c(-c2cc(C(=O)O)no2)cnn1C	·	6.8%	0.4%	4.5%	-0.7%	13.1%	-8.1%	-1.7%	1.4%

Source: PubChem BioAssay
